LDHA inh: inhibitors of human lactate dehydrogenase A. purified LDHA, NADH/diaphorase-resazurin fluorescence; stronger effect = lower value. activity change, % (values are at about 110 or 230 µM). 0.15% of 480,000 active; in the data active = activity change below about -30%; inconclusive = mostly about -25% to -30%;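 also: plate controls were DMSO wells for no effect and wells without enzyme for full effect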
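Human LDH5 (2 nM) was incubated with 0.06 mM NADH and 0.2 mM pyruvate for 5 min at room temperature in Tris pH 7.4. Remaining NADH was coupled through diaphorase/resazurin, and resorufin fluorescence was read at 0 and 20 min.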
ALOX12 inh: blocks human arachidonate 12S-lipoxygenase. 1.1% of 580,000 active. Potency, µM (top dose mostly 108 µM), inactives show top-dose activity change, negative = inhibition, hits mostly inhibitors. P18054. purified 12hLO, xylenol orange hydroperoxide absorbance. AID 1671190; active = well fitted inhibition curve with a large enough effect; inconclusive = small, poorly fitted or top-dose-only effect, or another doubt; inactive = no such curve, though single readings can be large or run the other way; also: potency is read from the fitted curve at half-maximal effect
Target sequence (P18054 whole entry, looked up): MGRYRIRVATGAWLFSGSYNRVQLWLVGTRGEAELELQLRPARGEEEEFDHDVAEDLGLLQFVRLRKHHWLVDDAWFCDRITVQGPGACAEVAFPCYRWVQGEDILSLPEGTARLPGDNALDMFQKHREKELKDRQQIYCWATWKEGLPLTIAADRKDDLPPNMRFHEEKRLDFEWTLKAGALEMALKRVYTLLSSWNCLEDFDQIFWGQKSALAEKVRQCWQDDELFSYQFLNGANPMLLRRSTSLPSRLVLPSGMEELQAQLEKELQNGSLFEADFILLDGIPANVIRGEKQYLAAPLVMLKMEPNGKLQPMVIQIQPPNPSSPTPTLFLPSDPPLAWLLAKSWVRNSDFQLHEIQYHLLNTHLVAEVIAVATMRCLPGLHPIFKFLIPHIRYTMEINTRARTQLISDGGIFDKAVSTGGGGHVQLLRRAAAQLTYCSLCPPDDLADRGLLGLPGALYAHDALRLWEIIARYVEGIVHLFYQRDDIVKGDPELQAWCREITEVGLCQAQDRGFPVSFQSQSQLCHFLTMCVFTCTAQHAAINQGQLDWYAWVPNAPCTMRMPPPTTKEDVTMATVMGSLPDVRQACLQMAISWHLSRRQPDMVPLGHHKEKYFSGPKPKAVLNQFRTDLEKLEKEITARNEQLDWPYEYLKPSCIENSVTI
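Purified human 12hLO at 150 nM in 25 mM Hepes, 0.01% Triton X-100, pH 7.0, preincubated 15 min at room temperature with compound. Reaction started with 40 uM arachidonic acid, 30 min at room temperature. Hydroperoxide measured by Fe-xylenol orange, 573/405 nm absorbance ratio.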
Active calls of the source: *; ? = inconclusive; [ ] = another dose, or the depositor's remark. Unless noted, % is scaled to controls: 0 for no effect and ±100 for the full control effect. Not all compounds are listed, so the mix of outcomes need not match the whole.

SMILES | LDHA inh | ALOX12 inh
CC(=O)Nc1ccc(S(=O)(=O)NCC2CCC(C(=O)NCCc3cccc(C)c3)CC2)cc1 (stereo unspecified) | 0 | -3%
N#Cc1ccccc1NC(=O)CCc1ccsc1 | 9 | ?
CCCNC(=O)c1cccc(CNCc2cccnc2)c1 | 3 | ?
Nc1nccnc1C(=O)NCCCc1nc2ccccc2[nH]1 | 6 | -1%
CCOc1cc(COC(=O)c2ccc(S(=O)(=O)N3CCCC3)cc2)ccc1OC(F)F | 2 | ?
COc1cc(CN2C(=O)C(CCc3ccccc3)ON=C2c2cnccn2)cc(OC)c1 (stereo unspecified) | -4 | -13%
Cc1ccc(Cn2cc(CN3CC(N(C)C)CS3(=O)=O)nn2)cc1 (stereo unspecified) | -3 | 49%[activator]
NC(=O)c1cccc(CSc2ncc(C(F)(F)F)cc2Cl)c1 | 0 | -48%
CCOC(=O)Cn1c(=O)c2c3c(sc2n(CCN(C)C)c1=O)CCC(C)C3 (stereo unspecified) | 16 | 11%
CCOc1ccc(NC(=O)c2c(C)nn(-c3cccc(C)c3)c2-n2cccc2)cc1 | 9 | ?
O=C(c1ccc(F)c(F)c1)N(Cc1ccco1)C1CC1 | 4 | 8%
CC(C)(C)c1ccc(CCC(=O)NC(C(N)=O)c2ccccc2)cc1 (stereo unspecified) | -7 | -15%
CC(NCc1ccccc1Cl)C(=O)Nc1ccc(C(C)(C)C)cc1 (stereo unspecified) | -4 | ?
CCCN(CC(=O)Nc1ccc(S(=O)(=O)N2CCCCC2)cc1)Cc1nnc(-c2ccco2)o1 | 9 | -2%
Cc1cccc(CN2CCN(C3CN(Cc4cn(Cc5ccc(F)cc5)nn4)S(=O)(=O)C3)CC2)c1 (stereo unspecified) | -7 | ?
CN(C)c1ncnc2c1ncn2[C@H]1CN(Cc2ccc(F)cc2)C[C@@H](CO)O1 | -2 | -3%
Cc1ccccc1NC(=O)C(C#N)=C1CCC(C(C)(C)C)CC1 (stereo unspecified) | -3 | 9%
COc1cccc(C(=O)N2CCN(C(=O)c3cn(C)c4ccccc34)CC2)c1 | -3 | ?
CCC1CSC(Nc2cccc(C)c2)=N1 (stereo unspecified) | 4 | 16%
Cc1ccc(C)c(N2CCN(C(=O)c3cc4cc([N+](=O)[O-])ccc4oc3=O)CC2)c1 | 1 | ?
CC(C)Oc1cccc(C(=O)Nc2ccc3oc(-c4ccncc4)nc3c2)c1 | 1 | 7%
CCOC1=C2CN(S(=O)(=O)c3ccc(C)cc3)[C@H](c3cccc(Cl)c3)C[C@@H]2N(S(=O)(=O)c2ccccc2[N+](=O)[O-])[C@H](c2ccccc2)C1 | -6 | ?
Cc1ccc(C2CC(=O)C3=C(C2)OC(N)=C(C#N)C3c2ccccc2Cl)cc1 (stereo unspecified) | -16 | ?
CN(C)CCNC(=O)CCCNc1nc(Cl)nc2nc[nH]c12 | -2 | 2%
COc1ccc(C2CC(=O)Nc3nc(N)sc32)cc1OC (stereo unspecified) | 101 | ?
O=C(c1cc2ccccc2[nH]1)N(Cc1cccs1)C1CC1 | 0 | -6%
O=C(O)c1cc(-c2cccnc2)nc2cc(N3CCOCC3)ccc12 | 25 | ?
O=C(Cc1cccc(F)c1)NC1CCC(c2ccccc2)CC1 (stereo unspecified) | 13 | 22%
CC1(C)CC(=O)C(C(C2=C(O)CC(C)(C)CC2=O)c2cc(Cl)cc(Cl)c2O)C(=O)C1 (stereo unspecified) | -5 | -65%
O=C(CSc1ncnc2sc3c(c12)CCCC3)Nc1ccc(Cl)cn1 | -8 | 7%
CC(=O)c1c(C)[nH]c(-c2csc(NCC(C)C)n2)c1C | 31 | 24%
N#CC(C(=O)/C=C/c1ccccc1)C(=O)NC1CCCCC1 (stereo unspecified) | 7 | ?
COc1cc2c(c(OC)c1OC)-c1ccc(NCCO)c(=O)cc1[C@@H](NC(C)=O)CC2 | 15 | ?
COC(=O)c1cccc(S(=O)(=O)Oc2ccc3c(C)cc(=O)oc3c2C(C)=O)c1 | -4 | 50%[activator]
CC(C)C(C)NC(=O)CCC1CCCO1 (stereo unspecified) | 11 | 1%
CCC(C(=O)NC(C)(C)C)n1c(-c2ccc(C)cc2)nc2ccccc21 (stereo unspecified) | -1 | -4%

In the list so far, these have two or more sulfur atoms.
SMILES | LDHA inh | ALOX12 inh
CCOC1=C2CN(S(=O)(=O)c3ccc(C)cc3)[C@H](c3cccc(Cl)c3)C[C@@H]2N(S(=O)(=O)c2ccccc2[N+](=O)[O-])[C@H](c2ccccc2)C1 | -6 | ?
O=C(CSc1ncnc2sc3c(c12)CCCC3)Nc1ccc(Cl)cn1 | -8 | 7%

(more compounds)
SMILES | LDHA inh | ALOX12 inh
CC(C(=O)N1CCNC1=O)N1CCC(c2nc3ccccc3o2)CC1 (stereo unspecified) | -8 | -1%
CCCn1c(N2CCN(Cc3ccc(Cl)c(Cl)c3)CC2)nc2c1c(=O)[nH]c(=O)n2C | 10 | -4%
O=C(/C=C/c1ccc2ccccc2c1)c1cc2ccccc2o1 | 9 | -14%
O=C(COC(=O)c1ccc(-c2ccc([N+](=O)[O-])cc2)o1)Nc1ccc(Cl)cc1C(F)(F)F | 2 | ?
CCc1nc2c(OCc3ccc(C(=O)N(C)C)cc3)cccn2c1N(C=O)Cc1ccccc1 | 0 | 4%
COc1ccc(Nc2nc(N3CCN(c4ccccc4)CC3)c3cnn(C)c3n2)cc1OC | -6 | -27%
Cc1ccc(C(=O)COC(=O)C2C3CC4C(OC(=O)C42)C3Br)cc1 (stereo unspecified) | 7 | 2%
O=C(/C=C/c1ccc2ccccc2c1)c1cccnc1 | 5 | ?
CN(Cc1ccco1)C(=O)c1cc(-c2ccccn2)nc2ccccc12 | 7 | 16%
COc1ccc(NC(=O)Cc2c(C)c3c(O)cc(C)cc3oc2=O)c(OC)c1 | 15 | 14%
CCN(Cc1ccc(C)cc1)Cc1cc(=O)oc2ccc(OC)cc12 | -7 | ?
O=C(O)c1cccnc1SC(F)F | 5 | ?
Cc1ccc(OCCOc2ccc(Br)cc2/C=C(/C#N)c2ccccc2)cc1 | 7 | -5%
CCN(CC)C(CNC(=O)Nc1cccc(C(=O)N2CCOCC2)c1)c1ccsc1 (stereo unspecified) | 4 | 24%
Cc1oc(-c2cccs2)nc1CC(=O)NCC1CCCO1 (stereo unspecified) | -4 | -21%
CC(NC(=O)c1nn(-c2ccccc2)c(=O)c2ccccc12)C1CC1 (stereo unspecified) | -1 | 0%
Cn1nc(C(=O)Nc2ccc(Br)cc2F)c2ccccc2c1=O | -3 | 28%
O=C(O)/C=C(/CC(=O)O)C(=O)O | 1 | ?
COC(=O)CC(NC(=O)c1cccc(CS(C)(=O)=O)c1)c1ccc(F)cc1 (stereo unspecified) | -1 | 32%
COc1cccc(-c2cnc(C(O)c3ccc(Cl)cc3C)[nH]2)c1 (stereo unspecified) | 0 | -6%
Cc1cc(C)c2oc(C(=O)N(Cc3ccc(F)cc3)c3ccccn3)cc(=O)c2c1 | 10 | -1%
Clc1ccc(N=Cc2c(Cl)cccc2Cl)cc1Cl | -18 | 51%[activator]
CC1(C)Cc2c(sc3c2c2nc(Cc4ccccc4)nn2c(=O)n3CC(=O)N2CCCCC2)CO1 | 8 | -4%
O=C(Nc1ccc2[nH]ncc2c1)c1nn(-c2ccccc2)c(=O)c2ccccc12 | 9 | 8%
CC(CCc1ccccc1)NC(=O)N1CCN(S(=O)(=O)c2ccc(F)cc2)CC1 (stereo unspecified) | -12 | 10%
O=C(NC(c1ccc(Cl)cc1)c1ccsc1)C1CCN(Cc2ccc(Oc3ccccc3)cc2)CC1 (stereo unspecified) | -9 | ?
CC(C)(C)c1ccc(CCC(=O)Nc2cccnc2)cc1 | 10 | -1%
Cc1cccc(S(=O)(=O)C(C#N)c2nc3ccccc3nc2N2CCN(c3ccccc3)CC2)c1 (stereo unspecified) | -8 | -32%
COc1ccc(C(=O)N(c2ccc(C)c(Cl)c2)C2C=CS(=O)(=O)C2)cc1 (stereo unspecified) | 0 | -7%
OC(c1ccc(F)cc1)c1nc(-c2cc3ccccc3o2)cs1 (stereo unspecified) | -4 | ?
C/C=C/C=C/C(=O)NC(C)c1ccc(F)cc1F (stereo unspecified) | -2 | ?
CCNC(=O)NC(=O)C(C)N(C)CC(=O)Nc1cccc2ccccc12 (stereo unspecified) | -33* | 9%
Cc1nc(NC(=O)C(C)(C)C)sc1C(=O)Cn1cc(CCCC#N)nn1 | 6 | -12%
CCO/C(C)=N/Oc1cnc2ccccc2c1 | 0 | 9%
CCCCNC(=O)C(NC(=O)c1ccc(=O)[nH]c1)C(=O)c1ccccc1 (stereo unspecified) | -4 | 0%
CC(NC(=O)c1ccccc1F)c1cc2ccccc2o1 (stereo unspecified) | 1 | -3%

One compound at a time, from the list above. Order of values: LDHA inh | ALOX12 inh
CC(NC(=O)c1ccccc1F)c1cc2ccccc2o1 (stereo unspecified) as listed: 1 | -3%
OC(c1ccc(F)cc1)c1nc(-c2cc3ccccc3o2)cs1 (stereo unspecified) as listed: -4 | ?
Cc1nc(NC(=O)C(C)(C)C)sc1C(=O)Cn1cc(CCCC#N)nn1 as listed: 6 | -12%

The list continues:
SMILES | LDHA inh | ALOX12 inh
O=C(COC(=O)C1CC(=O)N(NC(=O)c2ccccc2)C1)c1ccc(Br)cc1 (stereo unspecified) | ? | 37%[activator]
N#CCOc1ccc2c(=O)c(-c3ccc(Cl)cc3)c(C(F)(F)F)oc2c1 | -4 | -9%
CCc1cc2c(CSc3nnnn3-c3ccccc3)cc(=O)oc2cc1O | 7 | -12%
CCCCCCCCN1C(=O)[C@H](CC(=O)NCc2cccc3ccccc23)C[C@@]2(C(=O)OCC)CCCC=C12 | -3 | -26%
COc1ccc(CCNC(=O)C(CCS(C)(=O)=O)N2Cc3ccccc3C2=O)c(OC)c1OC (stereo unspecified) | -1 | 50%
CC(C)n1ncc2cc(NC(=O)c3ccc(Cl)c(S(=O)(=O)N4CCCCC4)c3)cnc21 | 6 | -10%
O=C(CCC(=O)N1CCCCCC1)Nc1ccc2nc(NC(=O)c3ccccc3)sc2c1 | -10 | ?
COC(=O)[C@]12CCCCC=C1N(CCc1ccc(OC)c(OC)c1)C(=O)[C@H](CC(=O)NCc1cccc(C(F)(F)F)c1)C2 | 7 | 3%
COc1ccc(OC)c(NC(=O)C2(C)CCN2Cc2ccc(SC)cc2)c1 (stereo unspecified) | 4 | 3%
CS(=O)(=O)Nc1ccccc1C(=O)N1CCN(C(c2ccccc2)c2ccccc2)CC1 | 1 | 3%
CCNC(=O)C1(C)CCCN(Cc2ccc(-n3ccnc3)cc2)C1 (stereo unspecified) | -9 | 16%
NCCCCCCCN1CCCC1 | -5 | 0%
CCOC(=O)N1CCN(Cc2cc(=O)oc3c(C)c(C)cc(C)c23)CC1 | 0 | 9%
COc1ccc(NC(=O)COc2c(C)cccc2C)c2cccnc12 | 15 | 7%
COc1ccccc1C(C)NC(=O)c1ccc(Cl)cc1 (stereo unspecified) | 6 | -24%
Cc1[nH]c2ccccc2c1C(=O)C(C)Sc1nnnn1C1CC1 (stereo unspecified) | -1 | ?
Cc1cc(NC(=O)CSc2nc3c(c(=O)n(C)c(=O)n3C)n2Cc2ccccc2C)ccc1F | 1 | ?
CC(=O)N/N=C/c1ccc(C)c(C)c1C | -8 | 3%
CC(=O)c1ccc(NC(=O)CSc2ncnc3ccccc23)cc1 | 3 | -4%
O=S1(=O)C=C(Sc2nnc(-c3cccnc3)o2)c2ccccc21 | 1 | ?
Cc1ccoc1C(=O)OCCOc1ccc(C#N)cc1 | -14 | 10%
CCOc1ccc(NC(=O)c2ccccc2C)c2cccnc12 | 11 | -74%
Cc1cc(=O)oc2cc(OC(=O)COc3ccccc3)ccc12 | 0 | 2%
Cc1ccc(-c2cc(C(=O)O)c3cc(C)cc(C)c3n2)cc1 | -1 | -1%
CN1CCCC1CNC(=O)Cc1cn(C)c2ccccc12 (stereo unspecified) | -1 | -5%
COC(=O)c1sc(N2C(=O)C(=O)/C(=C(/O)c3ccc(C)c(F)c3)C2c2ccccc2F)nc1C (stereo unspecified) | -21 | ?
O=C(O)c1ccc(-c2ccccc2)o1 | -1 | ?
CCN1CCN(C(C(=O)O)c2cn(CCC(=O)O)c3cc(Br)ccc23)CC1 (stereo unspecified) | -1 | ?
COc1cc2c(cc1OC)CN(Cc1cc(=O)c(OCc3ccccc3F)co1)CC2 | 19 | 76%
CCOc1ccc2cc(-c3ccc(OC)cc3)c(=O)oc2c1 | -1 | 2%

Structural class, the compounds so far containing a furan ring, fused or not
SMILES | LDHA inh | ALOX12 inh
O=C(c1ccc(F)c(F)c1)N(Cc1ccco1)C1CC1 | 4 | 8%
CCCN(CC(=O)Nc1ccc(S(=O)(=O)N2CCCCC2)cc1)Cc1nnc(-c2ccco2)o1 | 9 | -2%
O=C(/C=C/c1ccc2ccccc2c1)c1cc2ccccc2o1 | 9 | -14%
O=C(COC(=O)c1ccc(-c2ccc([N+](=O)[O-])cc2)o1)Nc1ccc(Cl)cc1C(F)(F)F | 2 | ?
CN(Cc1ccco1)C(=O)c1cc(-c2ccccn2)nc2ccccc12 | 7 | 16%
OC(c1ccc(F)cc1)c1nc(-c2cc3ccccc3o2)cs1 (stereo unspecified) | -4 | ?
CC(NC(=O)c1ccccc1F)c1cc2ccccc2o1 (stereo unspecified) | 1 | -3%
Cc1ccoc1C(=O)OCCOc1ccc(C#N)cc1 | -14 | 10%
O=C(O)c1ccc(-c2ccccc2)o1 | -1 | ?

Screens (PubChem)
